# Compound activity (PubChem)
# BioA inh – BioA (M. tuberculosis) enzyme inhibition | purified M. tuberculosis BioA enzyme, plate reader | inhibition, % at 9.99 µM | actives 0.096% (n = 360,000); in the data active = inhibition above about 40%
# UGM FP inh – blocks M. tuberculosis UGM enzyme; purified UGM, fluorescence polarization probe displacement; actives 0.06% (n = 320,000); inhibition, % at 10 µM; AID 504406; in the data active = inhibition above about 10%, passing the limit was not always enough
# Target sequence (P9WIQ1 whole entry, looked up): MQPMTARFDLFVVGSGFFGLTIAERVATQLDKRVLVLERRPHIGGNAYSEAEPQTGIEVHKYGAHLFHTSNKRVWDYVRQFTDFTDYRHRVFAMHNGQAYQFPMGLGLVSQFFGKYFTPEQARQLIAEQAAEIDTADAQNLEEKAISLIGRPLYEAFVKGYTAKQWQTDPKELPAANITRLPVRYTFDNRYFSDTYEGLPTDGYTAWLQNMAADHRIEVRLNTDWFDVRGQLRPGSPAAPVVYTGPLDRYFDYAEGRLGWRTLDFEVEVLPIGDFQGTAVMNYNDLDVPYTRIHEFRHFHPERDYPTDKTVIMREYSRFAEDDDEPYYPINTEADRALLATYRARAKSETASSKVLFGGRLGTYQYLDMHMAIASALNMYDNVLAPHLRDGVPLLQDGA
# FadD28 FP inh – inhibitors of Mycobacterium tuberculosis FadD28 bisubstrate binding. inhibition, % at 12.5 µM. FadD28 bisubstrate probe binding, fluorescence polarization. actives 0.22% (n = 360,000). AID 588549; in the data active = inhibition above about 8.5%, passing the limit was not always enough
# MazF activator – MazEF (E. coli) toxin RNase activation; P0AE70; FAM/BHQ RNA-DNA oligo cleavage fluorescence, 5 h; activation, % at 20 µM; actives 0.32% (n = 350,000); AID 504720; in the data active = activation above about 50%
# Target sequence (P0AE70 whole entry, looked up): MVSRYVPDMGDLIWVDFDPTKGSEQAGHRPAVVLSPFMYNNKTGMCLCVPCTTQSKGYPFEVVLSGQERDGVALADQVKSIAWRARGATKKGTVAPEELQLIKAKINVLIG
# PrPC surface inh – reduces human prion protein on the cell surface | AID 720596 | actives 0.43% (n = 370,000) | cell surface PrPC, TR-FRET read-out | inhibition, % at 13.8 µM; in the data active = inhibition above about 24%; note: 0% = median of the test wells and 100% = reference compound wells
# FBA Mtb inh – inhibitors of M. tuberculosis fructose-bisphosphate aldolase. actives 2.3% (n = 360,000). P9WQA3. purified M. tuberculosis FBA, fluorescence read-out. inhibition, % at 1 µM. AID 588726; in the data active = inhibition above about 27%;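 note: 0% = vehicle and 100% = reference inhibitor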
# Target sequence (P9WQA3 whole entry, looked up): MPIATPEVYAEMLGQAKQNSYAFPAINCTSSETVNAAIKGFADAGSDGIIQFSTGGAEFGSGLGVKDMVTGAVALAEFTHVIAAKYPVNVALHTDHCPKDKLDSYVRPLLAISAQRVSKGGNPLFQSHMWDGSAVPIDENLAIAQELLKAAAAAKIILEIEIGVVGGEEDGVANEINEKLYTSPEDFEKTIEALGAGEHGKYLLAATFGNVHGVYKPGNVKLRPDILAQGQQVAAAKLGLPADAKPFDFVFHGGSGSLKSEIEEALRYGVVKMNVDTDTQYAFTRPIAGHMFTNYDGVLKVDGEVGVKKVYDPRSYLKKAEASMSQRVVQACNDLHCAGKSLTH
# Rv3671c protease – inhibitors of M. tuberculosis serine protease Rv3671c; P9WHR9; inhibition, % at 5.96 µM; actives 0.048% (n = 320,000); AID 2606; in the data active = inhibition above about 38%;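 note: extracellular domain of Rv3671c used as enzyme; 0% = enzyme with DMSO and 100% = no enzyme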
# BoNT-F LC inh – inhibitors of Botulinum neurotoxin F light chain protease; Multiplex microsphere protease cleavage assay, flow cytometry; inhibition, % at 10 µM; AID 588497; actives 0.22% (n = 360,000); in the data active = inhibition above about 35%, passing the limit was not always enough; note: plate controls were buffer without enzyme for full effect and enzyme alone for no effect
# GDH-TPI inh – counter-screen for M. tuberculosis FBA inhibitors: GDH-TPI coupled enzymes. actives 1.2% (n = 360,000). inhibition, % at 4.8 µM. GDH-TPI coupled enzyme counterscreen, NADH absorbance. AID 588335; in the data active = inhibition above about 30%;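 note: 0% = DMSO wells and 100% = wells lacking the enzyme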
# Numbers without * were called inactive; · = no result given.
1) C=CCNC(=O)c1ccccc1NC(=O)C1CCN(S(=O)(=O)c2ccc(SC)cc2)CC1
2) O=C(N[C@@H]1C/C=C\C[C@H](CC(=O)N(CCO)Cc2ccccc2)C(=O)N[C@@H](Cc2ccccc2)COC1=O)OCC1c2ccccc2-c2ccccc21
3) CCOC(=O)Cc1csc(NC(=O)CSc2nnc(C(C)C)n2CC)n1
4) C=CCN1C(=O)C(CC(=O)Nc2ccc(C)cc2)SC1=Nc1c(C)n(C)n(-c2ccccc2)c1=O (stereo not given)
5) OC(c1ccccc1)c1ncc(-c2ccccc2Cl)[nH]1 (stereo not given)

screen / no.,1,2,3,4,5
BioA inh,2.9,-0.5,0.6,·,-0.4
UGM FP inh,2.2,4.0,1.6,0.9,·
FadD28 FP inh,0.2,-4.3,-1.5,0.8,1.4
MazF activator,9,-24,-1,-4,·
PrPC surface inh,-2,-5,6,3,-7
FBA Mtb inh,0,-2,0,4,1
Rv3671c protease,-3,-13,4,-7,·
BoNT-F LC inh,0,-13,1,-1,-3
GDH-TPI inh,2,-6,4,23,0

6) Cc1onc(-c2ccccc2Cl)c1C(=O)Oc1cc(N)n(S(=O)(=O)c2ccc(F)cc2)n1
7) CC1CC(C)CN(C(=O)CN2C(=O)NC3(CCCCCCC3)C2=O)C1 (stereo not given)
8) COCO/C=C(\NC(C)=O)c1ccccc1
9) COc1ccc(Cl)cc1C(=O)NCc1cn(C)nc1C
10) CCCN1C(=O)/C(=C/c2ccco2)SC1=Nc1ccc(OC)cc1

screen / no.,6,7,8,9,10
BioA inh,-1.9,-1.1,-0.3,1.8,·
UGM FP inh,1.8,-1.5,-2.0,-2.2,0.3
FadD28 FP inh,-3.2,-4.1,-1.7,-0.3,0.2
MazF activator,-17,0,8,3,-1
PrPC surface inh,-9,4,11,-1,·
FBA Mtb inh,-3,4,2,-2,-2
Rv3671c protease,0,2,-5,-4,0
BoNT-F LC inh,31,2,1,-6,-2
GDH-TPI inh,3,-12,-13,4,22

11) CC(=O)N(C(C)=O)n1c(C)nc2sc3c(c2c1=O)CCCC3
12) O=C1OC(c2ccccc2)/C(=C(/O)c2ccc(Cl)cc2)C1=O (stereo not given)
13) O=C1c2cccc(OCc3ccc(F)cc3)c2CCN1Cc1ccccc1
14) Cc1ccc([C@@H]2CC(=O)[C@@H]3CN(S(=O)(=O)c4ccc(C)cc4)[C@H](c4ccc(Cl)cc4)C[C@@H]3N2S(=O)(=O)c2ccc(C)cc2)cc1
15) O=C(COC(=O)c1cccc(O)c1)NCc1ccc2c(c1)OCO2

screen / no.,11,12,13,14,15
BioA inh,·,2.8,-1.0,-0.5,-0.1
UGM FP inh,-1.4,2.7,0.1,·,1.0
FadD28 FP inh,-4.0,-1.8,-2.9,-0.3,-0.2
MazF activator,-8,5,-6,-7,1
PrPC surface inh,1,0,8,1,6
FBA Mtb inh,0,-2,1,2,2
Rv3671c protease,4,10,3,·,6
BoNT-F LC inh,0,5,-2,4,-3
GDH-TPI inh,-7,11,1,-3,7

16) CC(C)Cc1nc2n[nH]c(N)c2c2c1CCC2
17) Cc1ccc(S(=O)(=O)c2nc(S(C)(=O)=O)sc2N2CCC(C)CC2)cc1
18) CN(C)c1ccc(Cl)c(NC(N)=S)c1
19) CCOc1ccc(Oc2nc(C)cc(OC)n2)nn1
20) O=C(O)c1ccc(N/N=C/c2ccc3nccnc3c2)cc1

screen / no.,16,17,18,19,20
BioA inh,0.0,0.7,0.3,·,·
UGM FP inh,-1.3,1.0,·,-1.1,-0.4
FadD28 FP inh,-2.3,-3.9,-4.0,-2.3,2.0
MazF activator,1,6,4,-15,1
PrPC surface inh,7,-7,2,-5,-33
FBA Mtb inh,6,-6,-3,1,-12
Rv3671c protease,5,-5,·,3,-4
BoNT-F LC inh,-18,14,-10,-11,1
GDH-TPI inh,13,7,-19,-6,25

21) O=c1cc(-c2ccc(Cl)cc2)[nH][nH]1
22) O=C(NC1=NCCS1)c1ccc(F)c(S(=O)(=O)N2CCOCC2)c1
23) CN1CCN(c2ccc(C(=O)NC3CCCCC3)cc2[N+](=O)[O-])CC1
24) COCCCn1c(=O)c2sccc2n2c(CCCC(=O)NCc3ccccc3)nnc12
25) COc1cccc(NC(=O)CN2C(=O)NC(CCc3ccccc3)C2=O)c1 (stereo not given)

screen / no.,21,22,23,24,25
BioA inh,0.0,-0.3,·,-1.4,-0.4
UGM FP inh,0.1,-0.4,3.9,-0.2,-0.1
FadD28 FP inh,-2.6,-1.5,0.6,-3.6,5.5
MazF activator,-5,0,5,11,8
PrPC surface inh,-8,3,-20,6,-4
FBA Mtb inh,0,4,-5,3,-2
Rv3671c protease,-153,7,1,-1,-6
BoNT-F LC inh,0,-3,-3,3,-29
GDH-TPI inh,-10,17,2,-2,2

26) COc1cccc(C2C(C(=O)c3ccco3)=C(O)C(=O)N2CCCN2CCOCC2)c1OC (stereo not given)
27) COc1ccc(C(=O)N/N=C/c2ccccn2)cc1OC
28) COc1cccc2cc3c(=O)n(-c4ccccc4)nc-3oc12
29) CC1CCCCC1NCC(=O)NCc1ccc(F)cc1 (stereo not given)
30) CCN(c1ccccc1)S(=O)(=O)c1ccc(Cl)c(NC(=O)CSc2nncn2C)c1

screen / no.,26,27,28,29,30
BioA inh,·,0.3,0.0,·,·
UGM FP inh,·,-2.2,-1.4,1.1,0.6
FadD28 FP inh,-2.0,-0.3,-1.7,-2.0,0.6
MazF activator,-1,10,13,3,2
PrPC surface inh,-3,1,-8,-9,-1
FBA Mtb inh,1,0,2,8,1
Rv3671c protease,·,-5,-7,1,1
BoNT-F LC inh,5,-6,4,0,2
GDH-TPI inh,8,-1,4,2,1

31) O=C(CN1C(=O)C2C3CC(C(Br)C3Br)C2C1=O)Nc1ccc(C(=O)O)cc1 (stereo not given)
32) O=C(COC(=O)c1cc2ccccc2cc1O)Nc1cccnc1Cl
33) O=C(CCN1C(=O)/C(=C\c2cccs2)SC1=S)Nc1nccs1
34) Fc1ccc2nc3[nH]c4ccccc4c3nc2c1
35) COc1ccc(C(=O)OCC(=O)Nc2ccc([N+](=O)[O-])cc2OC)c(O)c1

screen / no.,31,32,33,34,35
BioA inh,-0.9,-0.7,·,-1.2,·
UGM FP inh,-1.8,0.6,-0.8,2.9,0.7
FadD28 FP inh,-0.6,0.7,4.6,-2.8,-2.4
MazF activator,-16,-2,-245,18,-33
PrPC surface inh,4,-7,-5,-11,1
FBA Mtb inh,-2,-4,3,18,2
Rv3671c protease,-4,-6,-2,-14,-9
BoNT-F LC inh,-2,-4,-5,-2,2
GDH-TPI inh,4,8,9,17,2

36) COc1ccc(NC(=O)CN2CCCN(S(=O)(=O)c3ccc(F)cc3)CC2)c(OC)c1
37) Cc1ccc(N(CC(O)CN2CCCCC2)S(=O)(=O)c2ccccc2)cc1 (stereo not given)
38) CC(O)C(NS(=O)(=O)c1ccc(Cl)cc1)C(=O)OCc1cc([N+](=O)[O-])cc2c1OCOC2 (stereo not given)
39) Cc1cccc(C)c1NC(=O)CNC(=O)C(C)N(C)CC(=O)Nc1ccc(F)cc1 (stereo not given)
40) Cc1c(C(=O)NCCn2ccc3ccccc32)cccc1[N+](=O)[O-]

screen / no.,36,37,38,39,40
BioA inh,4.0,-2.2,-0.7,-1.2,-0.3
UGM FP inh,1.4,0.3,-2.0,·,0.0
FadD28 FP inh,0.0,-3.4,-2.5,-1.1,-1.4
MazF activator,5,3,-4,1,9
PrPC surface inh,3,-5,0,0,-7
FBA Mtb inh,0,-2,-2,-1,-1
Rv3671c protease,-1,-9,0,·,9
BoNT-F LC inh,4,3,5,-8,-9
GDH-TPI inh,-1,1,11,7,7

# Part of the list above in order of count of non-hydrogen atoms, low to high:
34) Fc1ccc2nc3[nH]c4ccccc4c3nc2c1
29) CC1CCCCC1NCC(=O)NCc1ccc(F)cc1 (stereo not given)
27) COc1ccc(C(=O)N/N=C/c2ccccn2)cc1OC
28) COc1cccc2cc3c(=O)n(-c4ccccc4)nc-3oc12
33) O=C(CCN1C(=O)/C(=C\c2cccs2)SC1=S)Nc1nccs1
40) Cc1c(C(=O)NCCn2ccc3ccccc32)cccc1[N+](=O)[O-]
32) O=C(COC(=O)c1cc2ccccc2cc1O)Nc1cccnc1Cl

screen / no.,34,29,27,28,33,40,32
BioA inh,-1.2,·,0.3,0.0,·,-0.3,-0.7
UGM FP inh,2.9,1.1,-2.2,-1.4,-0.8,0.0,0.6
FadD28 FP inh,-2.8,-2.0,-0.3,-1.7,4.6,-1.4,0.7
MazF activator,18,3,10,13,-245,9,-2
PrPC surface inh,-11,-9,1,-8,-5,-7,-7
FBA Mtb inh,18,8,0,2,3,-1,-4
Rv3671c protease,-14,1,-5,-7,-2,9,-6
BoNT-F LC inh,-2,0,-6,4,-5,-9,-4
GDH-TPI inh,17,2,-1,4,9,7,8

37) Cc1ccc(N(CC(O)CN2CCCCC2)S(=O)(=O)c2ccccc2)cc1 (stereo not given)
30) CCN(c1ccccc1)S(=O)(=O)c1ccc(Cl)c(NC(=O)CSc2nncn2C)c1
36) COc1ccc(NC(=O)CN2CCCN(S(=O)(=O)c3ccc(F)cc3)CC2)c(OC)c1
38) CC(O)C(NS(=O)(=O)c1ccc(Cl)cc1)C(=O)OCc1cc([N+](=O)[O-])cc2c1OCOC2 (stereo not given)
26) COc1cccc(C2C(C(=O)c3ccco3)=C(O)C(=O)N2CCCN2CCOCC2)c1OC (stereo not given)

screen / no.,37,30,36,38,26
BioA inh,-2.2,·,4.0,-0.7,·
UGM FP inh,0.3,0.6,1.4,-2.0,·
FadD28 FP inh,-3.4,0.6,0.0,-2.5,-2.0
MazF activator,3,2,5,-4,-1
PrPC surface inh,-5,-1,3,0,-3
FBA Mtb inh,-2,1,0,-2,1
Rv3671c protease,-9,1,-1,0,·
BoNT-F LC inh,3,2,4,5,5
GDH-TPI inh,1,1,-1,11,8

# (continued)
41) Cc1ccc(C(=O)N2C3=C(CCCC3)C(=O)NC23CCCCC3)cc1
42) NC(=O)c1nsc(C(=O)N(CC(=O)NC2CCCC2)Cc2ccc3c(c2)OCO3)c1N
43) CCC(C)C(=O)Nc1nnc(CCc2ccccc2)s1 (stereo not given)
44) O=C(CCc1ccccc1)NNC(=O)COc1ccccc1Cl
45) COc1ccc(C(=O)Nc2nnc(C3=COCCO3)o2)cc1OC

screen / no.,41,42,43,44,45
BioA inh,·,·,0.6,·,-1.4
UGM FP inh,0.1,2.6,5.6,1.2,1.7
FadD28 FP inh,-4.6,-1.2,0.7,-0.6,0.0
MazF activator,6,-7,1,19,-6
PrPC surface inh,1,-7,0,1,0
FBA Mtb inh,-4,8,-1,0,0
Rv3671c protease,-3,-3,-4,-17,4
BoNT-F LC inh,-5,0,-21,0,-3
GDH-TPI inh,-3,4,-6,4,13

46) CC(C)Cn1nc(C(=O)OCC(=O)NCC(F)(F)F)c2ccccc2c1=O
47) Cc1nnc(SC(C)C(=O)Nc2ccc(Cl)cc2Cl)[nH]c1=O (stereo not given)
48) Cc1cccc(-c2c3c(=O)n(C)c(=O)n(C)c3cn2C2CCCCC2)c1
49) C[C@@H]1NC(=O)[C@@]2(C)[C@@H](c3ccccc3)[C@H]3COc4ccccc4[C@@H]3N2C1=O
50) COc1ccccc1NS(=O)(=O)c1cc(N)ccc1N1CCOCC1

screen / no.,46,47,48,49,50
BioA inh,-0.2,0.2,-0.4,-1.8,-0.9
UGM FP inh,2.8,3.2,1.8,0.0,4.0
FadD28 FP inh,-2.5,-2.2,-2.4,-3.6,-2.3
MazF activator,6,-12,3,3,-1
PrPC surface inh,0,3,7,2,-4
FBA Mtb inh,-1,3,5,1,-1
Rv3671c protease,-3,6,10,-8,-7
BoNT-F LC inh,-2,3,7,4,-3
GDH-TPI inh,2,11,6,7,6

51) Cc1ccc2[nH]c(=O)c(C(c3nnnn3C3CCCC3)N(Cc3cccnc3)Cc3ccco3)cc2c1 (stereo not given)
52) O=[N+]([O-])c1cc(S(=O)(=O)N2CCCC2)ccc1OCc1ccccc1
53) CCN1CCN(CCCNC(=O)CS(=O)(=O)Cc2nc(-c3ccccc3C)oc2C)CC1
54) COC(=O)Oc1cncc(C(=O)O)c1
55) CCC(C)c1ccc(S(=O)(=O)Nc2cccnc2)cc1 (stereo not given)
56) O=C(COC(=O)Cc1ccc(F)cc1)NC1CCCCC1

screen / no.,51,52,53,54,55,56
BioA inh,0.1,1.3,0.5,-0.4,·,-0.9
UGM FP inh,-1.6,1.3,-0.6,-1.7,1.0,-0.7
FadD28 FP inh,-5.4,-3.6,-4.3,-1.6,0.3,-2.7
MazF activator,-10,-8,-2,7,0,2
PrPC surface inh,4,-7,-4,0,8,-8
FBA Mtb inh,11,0,-2,2,2,-1
Rv3671c protease,6,-2,-9,3,6,-3
BoNT-F LC inh,6,-10,1,2,5,5
GDH-TPI inh,-3,1,-9,5,14,-1
